Screening results: PubChem, several laboratories
S1P3 ag – S1P3 (human) receptor agonism; Q99500; S1P3 NFAT-BLA reporter cells, FRET ratio; relative to 1 µM S1P, basal subtracted; activation, % at 4.5 µM; 60,000 tested, 0.1% active;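 active = activation above the screen-wide mean plus 3 SD, cut at about 4.5% in these data, passing the limit was not always enough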; also: some compounds called inactive have numbers as strong as hits
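Material: Human S1P3 NFAT-BLA reporter CHO cells | Incubation: Overnight plating, 4 h compound 37 °C, 2 h substrate RT | Signal: FRET β-lactamase substrate fluorescence, excitation 405 nm, 460/535 nm emission ratio, background-subtracted | Compound: 4.5 µM final, single dose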
5HT1E ag – activates the human 5-HT1E serotonin receptor. activation, % at 6 µM. AID 574. 65,000 tested, 0.69% active. CHO 5-HT1E Ga15 NFAT-bla reporter, FRET; 0% DMSO wells, 100% control agonist wells;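 active = activation above a set limit, the screen-wide mean activation plus 3 SD, cut at about 8.5% in these data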;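 also: 100% = positive control agonist at 1 µM giving full maximal response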
HTR1E antagonist – antagonists of human 5-HT1E serotonin receptor | inhibition, % at 6 µM | P28566 | CHO 5-HT1E Ga15 NFAT-bla reporter, FRET, antagonist | 65,000 tested, 0.99% active;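 active = inhibition above a set limit, the mean inhibition across every tested compound plus 3 SD, cut at about 29% in these data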;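 also: signal is the 460 over 535 nm emission ratio of beta-lactamase substrate; 0% = agonist plus DMSO wells and 100% = wells without agonist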
HTR1A agonist – agonists of human 5-HT1a serotonin receptor; AID 567; P08908; activation, % at 10 µM; CHO 5-HT1a Ga15 NFAT-bla reporter, FRET ratio; 0% basal, 100% maximal reference agonist; 65,000 tested, 0.56% active;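 active = activation above the screen-wide mean activation plus 3 SD, cut at about 19% in these data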;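 also: 0% = DMSO wells and 100% = 5-CT at EC100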
S1P1 ag-PAM – agonists and agonism potentiators of human S1P1 receptor; P21453; S1P1 CRE-bla cells, forskolin, beta-lactamase FRET, potentiator mode; S1P1 agonist co-added at EC20, 2 nM; 100% = saturating reference agonist, 0% = basal; activation, % at 9.5 µM; 56,000 tested, 0.57% active; AID 449;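 active = activation above a cutoff set at the mean activation of all tested compounds plus 3 SD, cut at about 54% in these data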;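 also: forskolin at 4 µM as EC80 and the EC20 agonist is SEW2871; 100% = SEW2871 at its EC100 plus forskolin at EC80; some compounds past the cut are filed as inactive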
Target sequence (P21453 whole entry, looked up): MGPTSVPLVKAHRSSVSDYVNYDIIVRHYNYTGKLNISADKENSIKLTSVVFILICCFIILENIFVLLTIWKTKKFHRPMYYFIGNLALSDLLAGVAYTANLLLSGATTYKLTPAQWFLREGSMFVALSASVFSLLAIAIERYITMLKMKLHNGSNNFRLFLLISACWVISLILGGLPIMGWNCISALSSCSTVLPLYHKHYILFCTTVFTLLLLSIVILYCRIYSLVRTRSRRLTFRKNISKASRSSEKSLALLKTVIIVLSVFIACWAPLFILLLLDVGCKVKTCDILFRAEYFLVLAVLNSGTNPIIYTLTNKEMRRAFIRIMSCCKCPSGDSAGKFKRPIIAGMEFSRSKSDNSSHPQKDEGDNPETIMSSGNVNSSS
M1 antagonist – M1 muscarinic receptor (rat) antagonism | P08482 | CHO-M1 cells, Fluo-4 calcium, ACh EC80 antagonist mode; active compounds read low | B-score at 10 µM | 64,000 tested, 3.4% active;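 active = calcium fluorescence response, raw or row-and-column corrected B-score, differing from the plate sample mean either way at a set confidence level, mostly lower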
Target sequence (P08482 whole entry, looked up): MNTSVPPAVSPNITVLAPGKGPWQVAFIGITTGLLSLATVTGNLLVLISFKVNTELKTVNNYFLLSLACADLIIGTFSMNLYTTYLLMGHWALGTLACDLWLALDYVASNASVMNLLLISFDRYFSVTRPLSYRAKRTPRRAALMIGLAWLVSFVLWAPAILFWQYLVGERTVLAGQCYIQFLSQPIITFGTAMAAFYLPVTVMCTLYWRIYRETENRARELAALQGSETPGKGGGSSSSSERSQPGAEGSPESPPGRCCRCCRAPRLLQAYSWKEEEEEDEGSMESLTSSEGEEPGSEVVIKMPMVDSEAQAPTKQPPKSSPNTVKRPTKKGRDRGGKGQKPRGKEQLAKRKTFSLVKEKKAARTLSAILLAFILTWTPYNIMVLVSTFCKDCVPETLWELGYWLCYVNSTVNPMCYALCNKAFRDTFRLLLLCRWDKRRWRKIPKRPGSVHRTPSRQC
Jurkat viability – reduces viability or proliferation of Jurkat cells | Jurkat E6.1 viability, ATP luminescence, 48 h | inhibition, % at 4 µM | 56,000 tested, 1.2% active | AID 463;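 active = inhibition above the mean inhibition of all tested compounds plus 3 SD, cut at about 28% in these data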
5-HT1A blocker – antagonists of human 5-HT1a serotonin receptor. CHO 5-HT1a Ga15 NFAT-bla reporter, antagonist mode. 62,000 tested, 0.68% active. inhibition, % at 10 µM;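 active = inhibition above the mean of all tested compounds plus 3 SD, cut at about 43% in these data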;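 also: receptor stimulated by 5-CT agonist at 100 nM near EC80; beta-lactamase reporter measured by ratiometric fluorescence of a cleavable substrate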
M1 agonist – M1 muscarinic receptor agonism; B-score at 10 µM; CHO-M1 cells, Fluo-4 calcium fluorescence, agonist mode; active compounds read high; 64,000 tested, 3% active;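 active = fluorescence rise, raw or as B-score row- and column-corrected plate score, outside the 99.7% band of its plate's samples, either direction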
An asterisk follows results filed as active; / = no result given. Hits appear at their usual frequency; 8.9% or so of the library scored in one or more.

SMILES | S1P3 ag | 5HT1E ag | HTR1E antagonist | HTR1A agonist | S1P1 ag-PAM | M1 antagonist | Jurkat viability | 5-HT1A blocker | M1 agonist
Cc1cccc2cc(CN(CCc3ccccc3)C(=O)N3CCOCC3)c3nnnn3c12 | -1.0 | 0.9 | -8 | -1.3 | 4 | -0.012 | 3 | -9 | -0.48
CCCSc1nc(N)c2c3c(sc2n1)CN(C)CC3 | / | 0.4 | -3 | 0.1 | / | -3.9* | / | 4 | 0.63
Cc1[nH]c2ccccc2c1/C=N/n1cnnc1 | 0.8 | 0.1 | 7 | 1.1 | -3 | 0.66 | -3 | 7 | -0.022
CSc1ncc(C(=O)O)n1-c1ccc(F)cc1 | 0.6 | 0.6 | -6 | -4.1 | 1 | 0.043 | 4 | -7 | 0.33
Cc1ccc(-c2noc(CCC(=O)Nc3cc(C)ccn3)n2)cc1 | -0.1 | -0.7 | 0 | -2.0 | -14 | -0.51 | -1 | 11 | 0.33
O=c1cc(Nc2ccc3c(c2)OCCO3)[nH]c(=O)n1-c1ccc(Cl)cc1 | -0.9 | -0.1 | -2 | 1.2 | -10 | 0.37 | 10 | -11 | 0.49
COC(=O)c1ccccc1NC(=O)Nc1cccs1 | 0.2 | -1.0 | -11 | -2.5 | -9 | -0.55 | -5 | -1 | -0.5
COc1cc(N)ccc1Cc1ccc(N)cc1OC | -1.5 | 0.1 | -10 | 1.9 | / | 1.1 | -1 | 7 | 3.7*
O=C1CCCC2=C1C1(O)C(=O)c3ccccc3C1(O)O2 (configuration not stated) | -0.1 | 0.5 | -3 | -0.3 | -11 | -0.44 | 1 | 3 | -0.56
O=C(NCc1ccccc1)c1ccc(COCC(F)(F)F)o1 | -2.1 | -1.7 | 0 | -1.3 | -1 | 0.7 | 5 | -1 | -1.1
O=S(=O)(c1ccc2nc(Cc3ccccc3)[nH]c2c1)N1CCOCC1 | -0.7 | -0.4 | 4 | -4.5 | -20 | -1.8 | -8 | 5 | -0.18
COc1cc(C(=O)OC(C)C(=O)N2CCc3ccccc3C2)ccc1OCC(=O)N1CCOCC1 (configuration not stated) | -0.4 | -0.2 | 8 | 1.1 | 9 | -0.11 | -6 | -3 | -1
CCOc1ccccc1CN(CCc1ccc2c(c1)OCO2)Cc1ccccn1 | -1.0 | -0.7 | 2 | 0.9 | -16 | -1.6 | -6 | 48* | 0.04
OCCN(Cc1ccccc1)CC1CCCCC1 | -0.8 | -1.2 | -1 | -2.8 | 6 | 0.15 | 10 | 1 | -0.3
CCOC(=O)c1sc2nc(CC(=O)OC)nc(N3CCN(c4ccccn4)CC3)c2c1C | -1.2 | 1.1 | 12 | 1.6 | -20 | -0.79 | 3 | 10 | 5
Cc1cccc(-c2noc(-c3ccc(F)cc3)n2)c1 | 0.5 | -1.7 | -4 | -0.8 | 1 | -0.28 | 0 | -2 | -0.23
CC12CCC(=O)N1C(C(=O)OCC(=O)Nc1sccc1C#N)CS2 (configuration not stated) | -0.7 | -0.1 | -4 | -0.4 | 12 | -0.26 | 4 | -4 | 0.88
CCOC(=O)CC(=O)CSc1ccc2nnc(-c3ccc(C)cc3)n2n1 | -1.4 | -0.2 | -1 | -2.7 | -10 | -0.64 | 0 | 5 | 0.32
CN(C)S(=O)(=O)N1CCN(c2cc(Cl)ccc2Cl)CC1 | -1.1 | -0.8 | 5 | -2.2 | 11 | -0.025 | -4 | -2 | 0.28
CC1CCN(c2nc3c(c(=O)n(C)c(=O)n3C)n2Cc2ccccc2)CC1 | -1.1 | -0.2 | -5 | 0.5 | 12 | -0.61 | 0 | 12 | 0.87
COc1cccc(-c2nc3n(n2)C(c2ccc4c(c2)OCO4)C(C(N)=O)=C(C)N3)c1 (configuration not stated) | 0.0 | -0.6 | 7 | -1.1 | -7 | -0.12 | -4 | 3 | 0.26
C/C(=C\c1cc(C(=O)O)c(C)o1)CO | -0.8 | 0.3 | 2 | -2.1 | -19 | -1.3 | 1 | -1 | 1.5
COc1ccc(NC(=O)CCC2COc3ccccc3O2)c(OC)c1 (configuration not stated) | -0.7 | 0.8 | -6 | 0.2 | 8 | -0.2 | -4 | 2 | 0.33
CSC1=C(C#N)C(CC(C)C)C2=C(CCCC2=O)N1 (configuration not stated) | -0.6 | 0.4 | 3 | -1.1 | -16 | -0.75 | 5 | -10 | -0.027
O=C(O)c1cccc(CSc2nnc(COc3ccccc3)o2)c1 | -1.8 | -0.1 | 10 | -0.2 | 17 | 1.2 | -1 | 10 | -0.12
O=C(NC1CCCC1)C1C2C=CC(C2)C1C(=O)N1CCOCC1 (configuration not stated) | -1.9 | -1.0 | 5 | -1.7 | 11 | -0.11 | 4 | 5 | -0.54
O=C(NCc1ccncc1)Nc1ccc(F)cc1 | 0.1 | 0.7 | -1 | 3.1 | / | 0.95 | -2 | -10 | -0.17
Cc1cc(C)n(S(=O)(=O)c2cc(C)c(C)cc2C)n1 | -0.3 | 0.9 | -11 | -2.0 | / | 0.52 | -1 | -9 | 0.48
Cc1c(=O)n(OCc2ccccc2F)c2ccccc2[n+]1[O-] | 0.4 | -1.1 | -9 | 25* | -15 | 0.48 | -2 | -4 | -0.27
CCNC(=O)CSc1nc2ccccc2c(=O)n1CCCOC(C)C | -0.2 | 0.9 | -16 | -3.4 | -8 | -0.82 | -5 | 0 | -0.39
CN(C(=O)CSc1ncccc1C(=O)O)c1ccccc1 | -1.2 | -0.5 | -3 | -5.2 | 2 | 0.11 | -4 | -3 | -0.081
Cc1ccc(NC(=O)C2CCCNC2=O)nc1 (configuration not stated) | 0.0 | 0.1 | -5 | -2.3 | / | -0.49 | 5 | -14 | 1.2
O=C(C1CC(c2ccccc2O)=NO1)N1CCCC1 (configuration not stated) | -0.6 | 0.5 | 1 | 1.2 | / | -0.35 | -2 | -3 | -1.9
Cc1cc(NC(=O)Cn2cnc3sc(C)c(-c4ccccc4)c3c2=O)no1 | 0.2 | -0.6 | 0 | -2.8 | 1 | / | 4 | 10 | /
COc1ccccc1N1CCN(C(=O)CN(c2ccccc2OC)S(=O)(=O)c2ccccc2)CC1 | -0.8 | -0.1 | -8 | -0.4 | 3 | / | -3 | -3 | /
COc1cc2c(cc1OC)CN(S(C)(=O)=O)CC2 | -1.1 | 0.3 | 12 | -1.4 | -3 | 0.81 | -6 | 4 | -0.44
C/C(Cl)=C\Cn1c(NCCc2ccccc2)nc2c1c(=O)n(C)c(=O)n2C | -0.8 | 0.7 | 5 | 3.3 | 10 | 0.13 | 18 | -6 | 1.1
O=C(OCC(=O)N1CCCC1)c1cncc(Br)c1 | -0.6 | 0.4 | -2 | -0.3 | 15 | 0.15 | -4 | -11 | 0.0053
O=C(O)C1CC(=O)N(CCc2c[nH]c3ccccc23)C1 (configuration not stated) | -0.4 | 6.6 | -4 | -0.8 | -6 | 0.34 | 3 | -11 | -0.0098
O=C1OC(NC(=O)c2ccccc2)C(N2CCOCC2)=C1Cl (configuration not stated) | 0.1 | -1.3 | -6 | -1.6 | -13 | 0.26 | -2 | -21 | -0.35

Exported in CSV form: part of the list above
molecule,S1P3 ag,5HT1E ag,HTR1E antagonist,HTR1A agonist,S1P1 ag-PAM,M1 antagonist,Jurkat viability,5-HT1A blocker,M1 agonist
O=C(C1CC(c2ccccc2O)=NO1)N1CCCC1 (configuration not stated),-0.6,0.5,1,1.2,/,-0.35,-2,-3,-1.9
Cc1cc(NC(=O)Cn2cnc3sc(C)c(-c4ccccc4)c3c2=O)no1,0.2,-0.6,0,-2.8,1,/,4,10,/
COc1ccccc1N1CCN(C(=O)CN(c2ccccc2OC)S(=O)(=O)c2ccccc2)CC1,-0.8,-0.1,-8,-0.4,3,/,-3,-3,/

Other results.
SMILES | S1P3 ag | 5HT1E ag | HTR1E antagonist | HTR1A agonist | S1P1 ag-PAM | M1 antagonist | Jurkat viability | 5-HT1A blocker | M1 agonist
N[C@@H](Cc1ccccc1)c1nnc2sc(SCc3ccccc3)nn12 | -1.3 | 1.6 | -4 | -2.8 | -13 | 0.09 | 2 | 3 | -0.23
COc1ccccc1Nc1nc(N)nc(CN2CCC(Cc3ccccc3)CC2)n1 | -0.5 | 0.0 | 4 | -0.4 | -28 | -2.4* | -1 | 11 | -0.3
CCC1(C)Cc2ccccc2-c2nc3n(c(=O)c21)CC(C(=O)O)S3 (configuration not stated) | -0.8 | 0.6 | -3 | -1.7 | -4 | 0.02 | 5 | -5 | -1.1
CCc1nnc(NC(=O)CSc2nnc(CSc3nc(C)cc(C)n3)n2C)s1 | -0.7 | -0.3 | -5 | -2.1 | -9 | 1.2 | -3 | -3 | 0.045
COc1cc(OC)c(Cl)cc1N | -0.8 | -1.2 | 5 | -2.2 | -11 | 0.8 | -2 | 5 | 0.28
CCOc1ccc(N2C(=O)CC(Sc3nccc(C)n3)C2=O)cc1 (configuration not stated) | 1.3 | -0.4 | -1 | -0.5 | -8 | 0.56 | -4 | -11 | -0.4
Cc1[nH]c2ccccc2c1SCC(=O)N1CCOCC1 | -1.4 | 1.1 | -3 | -5.4 | -2 | -0.21 | -14 | 14 | -0.12
O=C(O)C1CCCCC1C(=O)NC1CCCCC1 (configuration not stated) | -0.5 | -1.1 | 11 | -1.8 | / | 0.16 | 6 | 5 | 0.59
COCCSc1ccccc1C(=O)N1CCCC1 | 0.1 | -0.3 | -9 | -3.6 | -1 | -1.2 | -4 | 1 | -1.1
Cc1ccc(NC(=O)Cn2cccc2)c(Br)c1 | -0.3 | -1.0 | 2 | -3.2 | -10 | -2.9* | -11 | -14 | 0.37
COC(=O)N1CCN(S(=O)(=O)c2ccc(F)cc2)CC1 | -0.4 | 0.0 | -7 | -0.6 | -3 | -0.44 | -3 | -3 | -0.11
COc1cccc(Oc2nc3ncn(Cc4ccccc4)c3c(=O)n2C)c1 | -0.6 | 0.0 | 9 | 0.8 | / | 0.042 | 0 | 7 | 0.28
Cc1c(CN2CCN(c3cccc(C(F)(F)F)c3)CC2)c(=O)n(-c2ccccc2)n1C | 0.4 | 60* | 2 | 1.0 | 8 | -4.4* | 4 | 1 | -2.1
CC(=O)N1CCN2C(=O)C1CCCC(=O)c1cc(C3CCCCC3)ccc12 (configuration not stated) | 0.0 | 0.2 | -7 | -2.8 | 6 | 0.33 | 5 | -1 | 0.13
COc1ccc(N2C(=O)C3CCCN3C2c2ccc(C)cc2)cc1 (configuration not stated) | -0.8 | 0.0 | -1 | -1.3 | -12 | 2.3 | -8 | -3 | -0.67
O=C(COc1ccc(OCc2ccccc2)cc1)NC1CCOC1=O (configuration not stated) | -1.1 | -0.6 | -10 | -2.3 | -17 | 0.21 | 1 | 2 | -0.83
CCc1ccc(-c2nc(CSCC(=O)N3CCN(c4ccccn4)CC3)c(C)o2)cc1 | -0.2 | 0.7 | 0 | -2.0 | 62 | -1.4 | 25 | -11 | 4.6*
C=CCOC(=O)C(C#N)c1nc2ccccc2nc1N1CCN(Cc2ccc3c(c2)OCO3)CC1 (configuration not stated) | -2.0 | -0.1 | 9 | -4.2 | 10 | -1 | 2 | 16 | -1.6
CCN(CC)S(=O)(=O)c1cc(C(=O)Nc2ccc(Cl)cn2)ccc1C | -0.8 | 0.0 | 1 | -0.1 | / | -0.14 | 10 | 7 | -0.88
CCOc1ncccc1C(=O)OCc1ccc(C(=O)OC)o1 | 0.9 | 0.1 | -4 | -0.9 | -5 | -0.031 | -2 | -12 | 0.13
